# Screens (PubChem)
# HGIII-sPLA2 inh: Blocks human group III sPLA2 activity. Q9NZ20. QFRET BODIPY PC-A2 liposome hydrolysis, fluorescence. inhibition, % at 12.2 µM. actives 0.56% (n = 370,000);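 active = inhibition above mean plus 3 SD of compounds lying within the high and low control bounds, cut at about 19% in these data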;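 note: 0% = median of test compound wells and 100% = no enzyme DMSO wells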
# Tn6 DDE FP: inhibitors of Tn6 peptide binding to human fibrin DD(E) | P02675 | Fibrin DD(E) TRITC-Tn6 fluorescence polarization displacement | inhibition, % at 8.3 µM | actives 0.21% (n = 370,000);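 active = inhibition above a per-campaign cutoff: mean of compounds within control limits plus 3 SD, cut at about 15% in these data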;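 note: 0% = median of all compound wells on the plate and 100% = blocking peptide control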
# Target sequence (P02675 whole entry, looked up): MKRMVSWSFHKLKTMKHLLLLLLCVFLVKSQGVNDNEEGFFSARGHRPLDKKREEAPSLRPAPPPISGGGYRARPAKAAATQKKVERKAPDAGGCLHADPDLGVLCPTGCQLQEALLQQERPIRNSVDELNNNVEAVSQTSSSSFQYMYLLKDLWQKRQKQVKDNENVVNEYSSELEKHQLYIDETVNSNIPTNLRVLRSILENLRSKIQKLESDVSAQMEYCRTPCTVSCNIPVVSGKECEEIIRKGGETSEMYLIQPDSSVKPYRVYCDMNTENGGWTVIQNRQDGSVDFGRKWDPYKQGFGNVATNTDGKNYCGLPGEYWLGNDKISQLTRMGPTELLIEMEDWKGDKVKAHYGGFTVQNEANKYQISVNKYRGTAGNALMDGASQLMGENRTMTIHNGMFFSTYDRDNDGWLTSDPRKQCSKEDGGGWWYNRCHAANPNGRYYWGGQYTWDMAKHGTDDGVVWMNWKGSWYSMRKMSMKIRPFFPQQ
# Rev-erbA mod: Rev-erb alpha (human) modulation; Rev-erbα–FITC-DNA binding, fluorescence polarization, 90 min; activity, % at 10 µM; actives 0.79% (n = 370,000);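 active = activity above about 14%, limit read from the data; passing the limit was not always enough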;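 note: 0% = DMSO wells with 35 nM protein and 100% = DMSO wells with 750 nM protein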
# ASAP1 inh: ASAP1 ArfGAP inhibition | Q9ULH1 | ASAP1-stimulated ARF1 GTP hydrolysis, GDP FP detection | inhibition, % at 16.5 µM | actives 0.19% (n = 360,000); in the data active = inhibition above about 25%;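 note: 0% = vehicle with enzyme and substrate and 100% = no enzyme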
# Target sequence (Q9ULH1 325-724 limits assumed): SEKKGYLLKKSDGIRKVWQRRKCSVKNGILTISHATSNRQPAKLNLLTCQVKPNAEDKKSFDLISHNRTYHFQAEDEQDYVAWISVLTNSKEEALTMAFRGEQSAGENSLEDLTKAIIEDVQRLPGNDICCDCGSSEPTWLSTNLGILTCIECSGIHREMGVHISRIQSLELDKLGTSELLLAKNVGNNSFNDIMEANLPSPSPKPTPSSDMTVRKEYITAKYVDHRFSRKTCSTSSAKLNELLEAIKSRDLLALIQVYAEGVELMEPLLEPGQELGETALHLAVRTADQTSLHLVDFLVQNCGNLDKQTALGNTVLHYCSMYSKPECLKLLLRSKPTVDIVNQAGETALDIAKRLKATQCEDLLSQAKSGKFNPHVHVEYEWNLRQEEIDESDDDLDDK
# UHRF1 binding: blocks human UHRF1 binding to methylated DNA; AID 687016; UHRF1 binding to methylated oligo, TR-FRET; actives 0.75% (n = 370,000); inhibition, % at 4.4 µM; in the data active = inhibition above about 21%;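 note: UHRF1 SRA domain binding a hemimethylated CpG hairpin DNA probe; 0% = median of test compound wells and 100% = reference inhibitor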
# PLC-gamma1 inh: PLC-gamma1 (human) inhibition, primary screen; P19174; inhibition, % at 12.2 µM; AID 720700; actives 0.84% (n = 370,000); purified PLC-gamma1, fluorogenic substrate, fluorescence; in the data active = inhibition above about 9.5%
# ARFGAP1 inhibitor: rat ARFGAP1 inhibition. Q62848. Arfgap1-stimulated ARF1 GTP hydrolysis, GDP FP detection. inhibition, % at 16.5 µM. actives 0.26% (n = 360,000). AID 651572;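 active = inhibition above a per-plate limit, mean inhibition of low control wells plus 3 SD, cut at about 25% in these data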;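 note: 0% = DMSO wells with enzyme and 100% = wells lacking Arfgap1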
# Target sequence (Q62848 1-136 limits assumed): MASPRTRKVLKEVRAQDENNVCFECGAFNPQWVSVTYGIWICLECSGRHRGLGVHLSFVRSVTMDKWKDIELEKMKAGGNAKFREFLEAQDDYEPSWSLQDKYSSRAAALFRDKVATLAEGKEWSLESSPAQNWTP
#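 Replicates: Single well per compound | Assay system: Truncated rat Arfgap1 GAP domain | Control set: No-Arfgap1 wells (100%) versus DMSO full-reaction wells (0%) | Times: Enzyme reaction 120 min at 25 °C after 20 min preincubation | Reagent: Human ARF1(Δ1-17)-GTP substrate | Measured by: Tracer-displacement fluorescence polarization with EDTA stop, 620/688 nm | Measure: Percent inhibition of Arfgap1-stimulated GTP hydrolysis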
# Tn7 DDE FP: DD(E)-Tn7 binding inhibition, primary FP screen. inhibition, % at 8.3 µM. actives 0.13% (n = 370,000). P02675. FP displacement of FITC-Tn7 peptide from fibrin DD(E); 0% = median of compound wells per plate;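 active = inhibition above the mean of compounds falling within the control limits plus 3 SD of them, cut at about 14% in these data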;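 note: 0% = plate median of compound wells and 100% = 10 µM Aha-Tn7 peptide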
#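 System: human fibrin DD(E); quantity: Fibrin-DD(E) at 2 µM final; also added: fluorescent Tn7 probe at 0.1 µM; compound dosing: single nominal test concentration of 8.3 µM per compound; schedule: 10 min preincubation, 3 h with tracer, room temperature; detection: fluorescence polarization of the labelled Tn7 tracer; repeats: one replicate per compound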
# proKLK7 act: activators of human kallikrein-7 zymogen; activation, % at 7 µM; purified proKLK7, EDANS-DABCYL substrate fluorescence; 100% is mature enzyme control, 0% vehicle; actives 0.9% (n = 370,000); AID 652039;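 active = activation above the mean of all tested compounds plus 3 SD, computed per campaign excluding outliers beyond control limits, cut at about 13% in these data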
# PLCb3 inh: inhibitors of human phospholipase C beta3; AID 720704; actives 0.18% (n = 370,000); Purified PLC-beta3, fluorogenic substrate, fluorescence; inhibition, % at 12.2 µM; in the data active = inhibition above about 11%;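 note: 0% = median of compound wells on plate and 100% = full blocker control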
# The depositor's hits bear a star; . = no result given.
SMILES,HGIII-sPLA2 inh,Tn6 DDE FP,Rev-erbA mod,ASAP1 inh,UHRF1 binding,PLC-gamma1 inh,ARFGAP1 inhibitor,Tn7 DDE FP,proKLK7 act,PLCb3 inh
O=C(NCC(=O)N1CCOCC1)c1ccccc1,3.5,-4.3,-1.6,-0.9,-2.7,1.9,1.1,-4.3,-1.0,-5.2
O=C1NC(=O)N2CCSC2(Cc2ccccc2)N1 (stereo not drawn),-3.2,2.0,-3.7,1.1,4.8,4.3,-16.0,0.8,-1.1,1.6
S=C1NNC2(NN1)C1CC3CC(C1)CC2C3,18.0,-2.4,-1.5,3.5,-0.2,6.4,6.1,0.1,0.3,3.6
O=C1CCN(CCc2ccccc2)CCN1[C@H](CSc1ccc(Br)cc1)c1ccccc1,-3.5,5.1,0.6,7.8,-0.1,-5.9,-3.8,3.8,0.5,-7.6
CC(C)c1cc(Cn2c3ccccc3c(=O)n2C(C)Cn2cc(COc3ccccc3)nn2)on1 (stereo not drawn),2.9,-5.4,0.6,0.1,1.6,-21.0,12.4,4.0,0.0,-32.5
CCCNC(=O)C1(C)CCN(C(=O)COCc2ccccc2)C1 (stereo not drawn),-2.3,-2.1,-3.5,-15.2,-0.8,-3.0,-0.2,-6.6,1.0,5.0
COc1cccc(C2=NOC(C(=O)N3CCN(C(=O)c4ccco4)CC3)C2)c1 (stereo not drawn),0.9,-1.5,-1.7,-0.7,-0.8,1.7,6.8,-0.5,-0.5,1.3
CC(c1ccccc1)c1nnc(N)s1 (stereo not drawn),0.7,-3.0,5.3,5.9,0.0,-1.2,7.4,6.3,-0.1,2.4
O=C(CN(C(=O)c1csnn1)c1ccccc1C(F)(F)F)NCc1ccccc1,4.0,-2.5,-4.8,5.9,-0.9,0.5,8.1,-9.8,0.0,2.1
Cc1nn(C(C)C(=O)NCCCc2ccccc2)c(=O)c2cc3occc3n12 (stereo not drawn),-2.6,6.7,2.5,-7.4,-1.1,-1.4,6.5,1.6,0.1,-3.4
Cc1ccc(C(=O)NC(C)C2CC3CCC2C3)c(C)c1 (stereo not drawn),3.0,-0.1,7.2,-2.2,1.7,-0.6,1.7,-4.0,0.4,-2.7
O=C(OCc1cc(=O)n2cc(Br)ccc2n1)c1ccc(Cl)c(S(=O)(=O)NCc2ccccc2)c1,8.2,-7.5,5.2,-2.5,2.2,-0.1,-0.8,0.3,0.5,-0.9
O=C(Oc1ccc(N(Cc2cccs2)C2=NS(=O)(=O)c3ccccc32)cc1)c1ccc(Cl)cc1,-2.7,17.2*,3.6,8.4,-2.2,1.8,-3.0,7.0,0.1,3.3
Cc1cccc(OCCC(=O)OCC(=O)Nc2c(C)nn(-c3ccccc3)c2C)c1,7.0,-3.6,0.0,-8.6,-0.9,-1.2,12.6,3.0,0.2,-4.8
Cc1cc(C)n(-c2ccc(C(=O)Nc3cccc([N+](=O)[O-])c3)cc2)n1,-10.9,-4.3,-4.4,11.6,-0.7,0.2,0.0,-2.0,-0.3,1.2
COc1ccc(/C=C/C(=O)c2cc3c(cc2N)OCO3)cc1,3.6,0.5,-3.2,16.1,-0.3,-27.6,-1.3,-2.7,0.1,-32.8
CCOC(=O)C1CCN(Cc2cc(=O)oc3c(C)c(C)ccc23)CC1,6.2,-5.2,2.5,2.1,2.4,-1.6,11.0,3.6,-0.4,-14.4
Cc1ccc(/C(O)=C2/C(=O)C(=O)N(CCN3CCOCC3)C2c2cccnc2)cc1 (stereo not drawn),1.4,0.0,-4.2,-8.0,-2.4,1.0,1.2,4.5,0.5,3.1
O=S(=O)(NCC1(N2CCOCC2)CCCCC1)c1ccc(F)cc1,0.1,-0.6,-7.7,-1.2,-2.2,8.3,-14.7,-0.4,0.1,-2.9
Cc1cccc(C(=O)Nc2nc3ncccn3c2-c2ccccc2)c1,3.0,-2.1,-2.7,.,2.4,-229.0,.,-4.6,8.3,-305.1
CCOC(=O)c1nnn(-c2nonc2N)c1-c1ccc(OCC)cc1,-13.7,-5.8,-0.2,7.6,14.7,-0.5,4.1,0.4,0.4,-1.4
O=C(CCCc1ccccc1)Nc1ccnn1C1CCN(Cc2ccccc2)CC1,-7.1,-0.4,6.4,-8.9,-1.7,-0.6,-5.8,3.7,-0.1,-6.4
CCOc1ccc(N2C(=O)CC(N3CCOCC3)C2=O)cc1 (stereo not drawn),11.0,0.4,5.5,-14.1,4.4,-0.9,-3.8,-0.1,0.3,-3.0
Cc1ccc2ccccc2[n+]1CCCS(=O)(=O)[O-],1.0,-4.5,-2.9,-7.8,35.6*,-2.2,-6.5,-3.5,0.5,-3.6
CC(=O)Nc1ccc(N(C)S(C)(=O)=O)cc1,10.5,5.0,0.6,2.6,5.8,6.9,3.4,-0.1,0.1,5.5
Cc1cc(NC(=O)c2ccc(Cn3cc([N+](=O)[O-])cn3)o2)no1,10.9,-1.2,-3.0,-1.2,1.1,6.7,-3.8,1.1,-1.3,2.0
CCCCc1cc(=O)oc2cc(OCC(=O)NCc3ccccn3)c(Cl)cc12,1.8,2.1,-0.8,7.6,1.7,1.3,-1.4,-4.5,0.5,-0.3
O=C(C1=C(O)C(=O)N(CCN2CCOCC2)C1c1ccc(F)cc1)c1cc2ccccc2o1 (stereo not drawn),4.9,4.9,1.9,0.1,0.1,-9.6,3.0,5.8,0.3,-19.7
COc1cccc(NC(=O)CNC(=O)Cn2cnc3sc(C)c(C)c3c2=O)c1,-4.5,-10.2,1.4,-6.8,-1.1,-3.5,-8.8,9.7,0.3,-5.8
COc1cc(CNCc2cccnc2)ccc1OCC(=O)NC(C)(C)C,1.9,5.1,-1.8,1.5,-2.3,1.1,2.0,5.7,-0.3,1.2
C#CCOCCOCCOCCNc1nc(N2CCN(C(=O)CCCCCCCCCCNC(=O)[C@H](CCCCN)n3cc(CCO)nn3)CC2)nc(N2CCN(C(=O)CCCCCCCCCCNC(=O)[C@H](CCCCN)n3cc(CCCC(=O)O)nn3)CC2)n1,-54.0,2.4,-5.3,-3.7,2.7,1.5,8.0,1.4,-0.2,-1.9
O=C(Nc1ccc2c(c1)CCC2)c1ncoc1-c1ccccc1F,5.7,-8.1,-5.0,9.2,4.6,-0.3,5.8,-8.6,-1.1,-4.2
COCCn1c(SCc2nc3scc(-c4ccc(Cl)cc4)c3c(=O)[nH]2)nnc1-c1cccc(C)c1,-23.4,-3.7,-3.1,4.8,-4.5,-1.4,0.5,4.2,0.0,-0.5
O=C(NCCc1nc2ccccc2[nH]1)/C(=C/c1ccco1)NC(=O)c1ccc(Br)cc1,-15.3,4.3,-3.6,1.1,-1.9,0.8,2.4,-5.1,0.5,0.7
CC(C)CC(c1nnnn1CCc1ccccc1)N1CCC(C(N)=O)CC1 (stereo not drawn),1.3,-5.7,-4.4,10.0,-2.6,1.2,-2.6,-5.2,-0.1,-0.7
CN(C)S(=O)(=O)N1CCC(c2ccc(F)cc2)C(COc2ccc3c(c2)OCO3)C1 (stereo not drawn),-11.0,-4.7,5.8,-2.9,-0.1,2.3,-5.6,-0.6,0.1,3.6
Cc1csc(NC(=O)C2CC(=O)N(Cc3ccco3)C2)n1 (stereo not drawn),2.2,-2.5,3.1,3.7,-3.4,0.1,0.3,1.9,-0.2,-4.6
CC(OC(=O)CNC(=O)C1CCCCC1)C(=O)NCc1ccccc1 (stereo not drawn),1.4,-1.0,-1.3,4.1,1.5,1.2,-0.7,-9.0,-0.5,-0.7
Cc1ccc(NC2CC(=O)N(c3cccc([N+](=O)[O-])c3)C2=O)cc1 (stereo not drawn),-7.5,9.8,-2.0,6.7,-3.5,0.9,-6.3,-2.3,-0.2,-2.3
Cc1cc(=O)c2cccc(Br)c2[nH]1,4.2,8.2,-0.7,-17.8,-2.6,0.8,0.6,5.9,0.1,2.2

# Reprinted at random: 2 records from the list, in no set order.
SMILES,HGIII-sPLA2 inh,Tn6 DDE FP,Rev-erbA mod,ASAP1 inh,UHRF1 binding,PLC-gamma1 inh,ARFGAP1 inhibitor,Tn7 DDE FP,proKLK7 act,PLCb3 inh
Cc1cc(=O)c2cccc(Br)c2[nH]1,4.2,8.2,-0.7,-17.8,-2.6,0.8,0.6,5.9,0.1,2.2
COCCn1c(SCc2nc3scc(-c4ccc(Cl)cc4)c3c(=O)[nH]2)nnc1-c1cccc(C)c1,-23.4,-3.7,-3.1,4.8,-4.5,-1.4,0.5,4.2,0.0,-0.5

# Other compounds
SMILES,HGIII-sPLA2 inh,Tn6 DDE FP,Rev-erbA mod,ASAP1 inh,UHRF1 binding,PLC-gamma1 inh,ARFGAP1 inhibitor,Tn7 DDE FP,proKLK7 act,PLCb3 inh
O=C(COC(=O)C1=COCCO1)Nc1cc(Cl)c(Cl)cc1Cl,-12.5,2.7,-9.3,12.3,0.0,-2.1,-6.5,4.0,0.4,-0.9
C/C(=N\NC(=O)Cn1c(-c2ccccn2)nc2ccccc21)c1ccccc1,-9.2,-9.4,-3.0,-3.1,1.1,-0.9,-10.9,6.1,0.0,1.8
CCOC(=O)C(=CNc1ccc(S(N)(=O)=O)cc1)C(=O)OCC,-1.2,-1.9,5.2,0.8,-0.5,3.6,6.1,-3.1,0.0,-0.9
CCCC[n+]1ccn(-c2nc3ccccc3nc2[N-]S(=O)(=O)c2ccc(Br)cc2)c1,20.8*,4.9,4.5,9.4,4.3,-18.4,10.8,6.3,-1.1,-31.4
CCN(CC)S(=O)(=O)c1ccc2c(c1)nc(CCC(=O)OCc1c(C)noc1C)n2C,0.4,8.0,4.5,6.9,-2.5,2.1,4.3,2.1,-0.2,-0.7
CCN(c1ccc(OC)cc1)S(=O)(=O)c1ccc2c(c1)NC(=O)CS2,-5.0,-1.4,3.6,5.5,-2.3,2.4,-1.9,3.2,1.0,-10.5
CN(CC(=O)O)S(=O)(=O)/C=C/c1ccccc1,1.7,0.6,-2.5,-9.8,-0.5,1.6,-10.1,-0.1,-0.4,-1.2
CNCC(O)COc1cccc(OC)c1 (stereo not drawn),-2.7,0.6,-2.8,3.4,8.2,-1.9,-1.4,-3.6,0.2,-3.1
O=C(/C=C/c1cn(-c2ccccc2)nc1-c1cccnc1)NCCN1CCOCC1,10.1,-5.8,1.3,0.2,1.8,-3.9,9.4,0.6,0.2,-4.8
CCOC(=O)c1cnc(SC)nc1Sc1ccc(Cl)cc1Cl,0.7,2.5,0.4,-8.4,-0.9,-0.9,-1.2,0.0,0.0,1.5
O=S(=O)(c1ccccc1)N1CCC(n2cnc3ccccc32)CC1,-3.4,-5.0,-5.8,2.6,3.7,4.9,-8.0,-0.9,-0.2,-2.0
Cn1c(=O)c2c(nc(NCc3ccco3)n2CC(O)CO)n(C)c1=O (stereo not drawn),13.4,-4.3,2.5,-12.9,1.5,-0.3,6.1,4.8,-0.7,-3.1
CC(=O)N1N=C(c2cccc([N+](=O)[O-])c2)OC1c1ccccc1Cl (stereo not drawn),3.1,-3.6,1.4,-1.1,4.9,0.6,12.8,-7.7,-0.5,2.3
CCN1CCN(c2ccc(S(=O)(=O)N3CCCCC3)cc2NC(=O)c2ccc(F)cc2)CC1,-6.2,-6.4,-0.9,-1.6,-0.7,0.7,-1.4,3.0,0.2,3.3
